MRP1 act: H69AR viability gain despite doxorubicin, primary screen, MRP-1 activator project, H69AR cells, CellTiter-Glo. viability rescue. viability increase, % at 10 µM. actives 0.61% (n = 140,000). AID 799, 2007;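 active = viability gain under doxorubicin at or above a set limit, the compound median plus 3 SD, cut at about 4.7% in these data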;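 also: MRP-1 overexpressing cells given doxorubicin 25 µM after compound pretreatment; 18-22 h compound pretreatment then 72 h with doxorubicin before readout; 0% = doxorubicin-only wells and 100% = vehicle-treated cells without doxorubicin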
Yeast life ext: compounds extending yeast replicative lifespan, primary screen, S. cerevisiae, OD615. actives 0.68% (n = 130,000). inhibition of the nicotinamide effect, % at 10 µM. S. cerevisiae growth with nicotinamide; deaD strain in restrictive glucose medium. AID 775, 2007;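 active = inhibition above a set limit, placed 3 SD over the median of all compounds, cut at about 26% in these data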;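 also: 0% = nicotinamide-treated wells and 100% = cells grown without nicotinamide; some compounds called inactive have numbers as strong as hits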
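Material: Modified budding yeast, DeaD strain | Medium: Restrictive glucose medium | Probe or stimulus: 1.5 mM nicotinamide | Dosing: Single dose 10 µM compound, 0.25% DMSO | Times: 48 h at 30 °C | Technique: OD615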
Yeast growth inh: growth inhibitors of yeast BB579 in restrictive medium, primary screen, yeast lifespan-shortening project, S. cerevisiae. OD615, 48 h. inhibition, % at 10 µM. AID 804, 2007. actives 0.51% (n = 140,000);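 active = inhibition above a set limit, 3 SD over the mean compound inhibition, cut at about 44% in these data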; also: inactives centre near -24
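Assay system: S. cerevisiae DeaD strain BB579 yeast. Medium: CSMM-D restrictive synthetic medium containing dextrose (glucose). Times: 4 h cell preincubation, 48 h compound exposure, 30 °C humidified. Signal: OD615 turbidity measurement. Benchmarks: positive control amphotericin B 10 µg/mL.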
NPY Y2 blocker: NPY-Y2 receptor antagonists, primary screen, cell-based; Neuropeptide Y receptor type 2 (Homo sapiens), P49146; NPY-Y2 expressing cells, antagonist mode; inhibition, % at 2.7 µM; actives 0.99% (n = 140,000); AID 793, 2007; in the data active = inhibition above about 17%;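 also: 0% = vehicle with agonist challenge and 100% = reference antagonist with challenge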
Target sequence (P49146 whole entry, looked up): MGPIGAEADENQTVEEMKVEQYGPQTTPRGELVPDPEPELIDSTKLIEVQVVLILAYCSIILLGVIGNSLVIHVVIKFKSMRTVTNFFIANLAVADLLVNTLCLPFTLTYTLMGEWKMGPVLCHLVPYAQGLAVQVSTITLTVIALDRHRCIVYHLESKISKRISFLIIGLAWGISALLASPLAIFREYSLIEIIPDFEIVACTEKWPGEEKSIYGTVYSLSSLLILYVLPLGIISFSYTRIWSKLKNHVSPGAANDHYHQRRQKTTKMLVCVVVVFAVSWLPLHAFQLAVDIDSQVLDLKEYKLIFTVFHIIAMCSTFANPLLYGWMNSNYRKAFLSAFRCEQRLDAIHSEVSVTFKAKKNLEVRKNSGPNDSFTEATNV
Measles CPE: compounds protecting cells from measles virus cytopathic effect, primary screen, measles RdRp inhibitor project, single point, MLSMR library, absorbance; protection (pct of control), % at 4 µM; AID 841, 2007; Measles virus-infected cells, CPE protection; actives 1.5% (n = 140,000); in the data active = protection mostly above about 24%, no sharp cut-off; inactive = mostly below about 26%; also: some compounds called inactive have numbers as strong as hits
Phagocytosis inh: inhibitors of macrophage phagocytosis, primary screen, imaging, J774A.1 cells, IgG beads; J774A.1 macrophage IgG-bead phagocytosis; inhibition, % at 5 µM; actives 0.07% (n = 110,000); AID 1029, 2008;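 active = inhibition above the mean of the plate negative controls plus 5 SD, cut at about 13% in these data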;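 also: phagocytic index as fraction of beads internalized from green versus red external bead signal; plate controls were DMSO negative control for no effect and cytochalasin-D positive control for full effect; some results beyond the cut were filed as inactive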
HCT116 bCat-KO: primary screen for growth suppressors in beta-catenin knockout HCT116 cells (colon tumor, human) | AID 818, 2007 | HCT116 beta-catenin knockout viability, CellTiter-Glo, 60 h; stronger effect = lower value | actives 1.5% (n = 140,000) | viability, % at 10 µM;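 active = viability at or under a set limit, the compound median less 4 SD, cut at about 6% in these data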;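 also: 0% = Hyamine 1622 control at 20 µM and 100% = untreated cell control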
E-sel TNF inh: E-selectin induction blockers in HUVEC – imaging, immunofluorescence, high content, primary screen; actives 0.71% (n = 120,000); inhibition, % at 2 µM; HUVEC TNFa-induced E-selectin immunofluorescence;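 active = inhibition above the batch mean plus 3 SD, and confirmed as a hit on visual image review, cut at about 43% in these data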;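 also: 0% = TNF-stimulated DMSO wells and 100% = unstimulated control wells; not every result past the cut was called active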
GALR2 blocker: GALR2 antagonists in receptor-expressing cells, primary screen | antagonist mode | AID 828, 2007 | actives 0.39% (n = 140,000) | Galanin receptor type 2 (Homo sapiens), O43603 | inhibition, % at 4 µM; in the data active = inhibition above about 27%;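 also: cells stimulated with galanin 1-16 at roughly its EC80; 0% = agonist challenge control and 100% = basal control without agonist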
Target sequence (O43603 whole entry, looked up): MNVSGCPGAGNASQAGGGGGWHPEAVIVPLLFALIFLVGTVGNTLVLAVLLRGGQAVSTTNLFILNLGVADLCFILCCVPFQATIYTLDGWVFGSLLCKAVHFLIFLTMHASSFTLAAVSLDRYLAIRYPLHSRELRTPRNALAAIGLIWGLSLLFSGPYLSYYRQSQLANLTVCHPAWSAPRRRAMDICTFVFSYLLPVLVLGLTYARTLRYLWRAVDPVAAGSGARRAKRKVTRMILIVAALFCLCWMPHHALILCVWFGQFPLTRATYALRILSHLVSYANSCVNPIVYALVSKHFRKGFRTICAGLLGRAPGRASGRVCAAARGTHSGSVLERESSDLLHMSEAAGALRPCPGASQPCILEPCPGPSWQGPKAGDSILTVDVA
PTEN del growth: growth suppression of PTEN-null HCT116, primary screen, cell-based, CellTiter-Glo. HCT116 PTEN-null viability, 60 h; stronger effect = lower value. viability, % at 10 µM. actives 1.2% (n = 140,000). AID 827, 2007;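 active = viability at or below a set limit, 4 SD under the median of all tested compounds, cut at about 3.7% in these data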;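 also: PTEN knockout HCT116 line with beta catenin targeted HCT116 as companion control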
Numbers without * were called inactive; nt = not tested or not shown; & = joins results of further samples.

SMILES	MRP1 act	Yeast life ext	Yeast growth inh	NPY Y2 blocker	Measles CPE	Phagocytosis inh	HCT116 bCat-KO	E-sel TNF inh	GALR2 blocker	PTEN del growth
Cc1cc(Cl)ccc1NC(=S)NCC(C)C	-3.7	0	-13	1	7	-5	98	nt	4	89
Cc1cc(=O)oc(C)c1C(=O)N1CCCc2ccccc21	-2.3	-5	-16	1	4	nt	94	-20	3	82
CCOc1ccc(/C=C/C(=O)NCCc2ccc(OC)c(OC)c2)cc1	1.9	-3	-24	2	20	-8	82	nt	-3	92
Cc1cccc(NC(=O)/C(C#N)=C\c2cccnc2)c1	-1.5	-5	-31	0	8	-2	88	-55	8	91
COc1ccc2[nH]cc(C=O)c2c1	-3.2	-34	-6	2	11	nt	107	-6	-6	110
N#Cc1c(C#N)c(-c2ccccc2)n(-c2ccc(C(=O)O)cc2)c1N	1.2	-2	-10	0	17	1	102	-16	7	108
COc1ccc(Nc2nnc(C)c3ccccc23)cc1C(N)=O	0.6	-2	-27	2	18	0	86	nt	12	94
Cc1ccc(N2CCN(c3ccc(NCc4nc5ccccc5n4C)cc3)CC2)cc1	-4.6	-1	-37	0	8	0	36	nt	11	28
CCc1ccc2nc3n[nH]c(N)c3cc2c1	-5.0	-23	-15	-4	19	nt	87	0	9	104
O=C(CCC(=O)N1CCN(c2ccccn2)CC1)Nc1nnc(C2CCCCC2)s1	-0.8	-3	-40	6	3	3	107	-21	12	111

Quoted from the listing.
Entry of `Cc1cc(Cl)ccc1NC(=S)NCC(C)C` in Measles CPE: 7
Entry of `CCOc1ccc(/C=C/C(=O)NCCc2ccc(OC)c(OC)c2)cc1` in Phagocytosis inh: -8
Entry of `COc1ccc(Nc2nnc(C)c3ccccc23)cc1C(N)=O` in GALR2 blocker: 12
Entry of `O=C(CCC(=O)N1CCN(c2ccccn2)CC1)Nc1nnc(C2CCCCC2)s1` in Yeast life ext: -3
Entry of `N#Cc1c(C#N)c(-c2ccccc2)n(-c2ccc(C(=O)O)cc2)c1N` in GALR2 blocker: 7

The list goes on.
SMILES	MRP1 act	Yeast life ext	Yeast growth inh	NPY Y2 blocker	Measles CPE	Phagocytosis inh	HCT116 bCat-KO	E-sel TNF inh	GALR2 blocker	PTEN del growth
COc1ccccc1OCc1ccc(C(=O)NCc2cccnc2)o1	-1.1	-2	-8	1	6	-2	95	1	-6	96
N#Cc1c(N)oc(-c2ccco2)c1-c1ccco1	-2.7	-16	-22	1	9	-3	5.9*	-43	-1	12
CC(C)CSc1nc(N2CCOCC2)c2c(c1C#N)CC(C)(C)SC2	-0.5	-4	-32	3	21	0	82	0	-6	76
CCOc1ccc(N2C(=O)C(Cl)=C(Nc3ccccc3O)C2=O)cc1	-4.8	-1	-22	5	23	3	57	0	2	68
NC(=O)C1(S(=O)(=O)c2ccccc2)CCCCC1	-0.5	-4	-56	-1	5	0	95	nt	-2	91
CCn1c(SCC(=O)NC(C)C)nnc1-c1cccs1	-1.2	-13	-14	2	3	2	83	-3	-10	96&102
Cc1cc(C)cc(NC(=S)NCc2ccc(F)cc2)c1	-4.0	-2	3	2	18	-6	77	nt	-8	78
Cc1cc(C=C2C(=O)c3ccccc3C2=O)c(C)n1-c1ccccc1	1.2	-22	-6	1	7	nt	85	-36	-7	73
CCOC(=O)N1CCN(C(=O)c2cc(-c3ccc(OCC)cc3)nc3ccccc23)CC1	-3.9	-16	-29	5	3	4	18	-24	14	15
COCCNC(=O)c1cc(-c2cccs2)on1	-5.6	-5	-17	-1	6	0	60	nt	3	61

Among those listed so far, 2 have two or more sulfur atoms.
SMILES	MRP1 act	Yeast life ext	Yeast growth inh	NPY Y2 blocker	Measles CPE	Phagocytosis inh	HCT116 bCat-KO	E-sel TNF inh	GALR2 blocker	PTEN del growth
CC(C)CSc1nc(N2CCOCC2)c2c(c1C#N)CC(C)(C)SC2	-0.5	-4	-32	3	21	0	82	0	-6	76
CCn1c(SCC(=O)NC(C)C)nnc1-c1cccs1	-1.2	-13	-14	2	3	2	83	-3	-10	96&102

Going on with the list:
SMILES	MRP1 act	Yeast life ext	Yeast growth inh	NPY Y2 blocker	Measles CPE	Phagocytosis inh	HCT116 bCat-KO	E-sel TNF inh	GALR2 blocker	PTEN del growth
COc1cccc(-c2cc(C(F)(F)F)nc(N3CCCCC3)n2)c1	-1.5	-8	31	-1	4	nt	90	nt	-3	85
Cc1ccc(NC(=O)CN2c3cccc4cccc(c34)S2(=O)=O)cc1S(=O)(=O)N1CCOCC1	-0.8	2	-34	1	8	-11	75	nt	4	75
Cn1c(Cc2cccc3ccccc23)nnc1SCC(=O)N1CCN(c2cccc(Cl)c2)CC1	-0.1	-2	-25	2	3	0	12	15	-2	16
CCOC(=O)/C=C(\C)Nc1cc(C)nn1-c1ccccc1	-2.3	9	-17	1	13	0	89	17	-6	96
CC(C)Cn1c(N)c(C(=O)COC(=O)c2ccc3c(c2)OCCO3)c(=O)n(C)c1=O	0.5	-13	-8	1	5	nt	106	-19	7	98
O=C(CSc1nc2ccccc2o1)N1CCN(S(=O)(=O)c2ccc3ccccc3c2)CC1	-1.8	11	-47	12	18	-6	39	nt	-4	48
O=[N+]([O-])c1ccc(Cl)c(/C=N/n2c(COc3ccccc3)n[nH]c2=S)c1	-4.2	12	-35	3	3	nt	10	-17	16	10
Cn1c(SCC(=O)c2ccccc2)nnc1-c1ccc(O)cc1	-0.4	3	-27	0	7	0	99	10	-7	105
CC(=O)c1c(C)n(CC(=O)NCc2ccc3c(c2)OCO3)c2ccccc12	-0.5	16	-45	1	24	-1	95	5	7	87
CCCC(O)(CCC)C(=O)NN(C(=O)OC)c1ccccc1	0.1	1	2	20*	24	-10	78	nt	-3	72
CCOC(=O)n1cc(-c2cnc(CNC(=O)C(C)(c3ccccc3)c3ccccc3)o2)c2ccccc21	-0.6	2	-45	9	6	nt	81	-26	2	75
Fc1cccc(CSc2nc3ccncc3[nH]2)c1	0.3	0	-5	1	15	nt	97	-27	7	88
Cc1ccc(N2C(=O)C3CC(c4ccccc4)=C4C5C=CC(C6C(=O)N(c7ccc(C)cc7)C(=O)C56)C4C3C2=O)cc1 (centres undefined)	-1.5	-2	-17	0	3	-7	93	22	-5	86
CCCCN(C)c1ccc([N+](=O)[O-])cc1	3.7	1	-2	2	25	-6	76	nt	-11	106
CCCOc1ccc(C(CC(=O)O)NC(=O)c2ccc3c(c2)OCO3)cc1 (centres undefined)	-1.3	-2	-20	5	23	1	93	nt	-2	102
Cc1cc(C)c[n+](C(C)C(=O)c2ccc(-c3ccccc3)cc2)c1 (centres undefined)	-1.4	-6	8	2	27	-10	17	nt	8	15
CCCCn1c(SCc2ncc(-c3ccccc3)o2)nc2cc(S(N)(=O)=O)ccc21	-1.2	-5	-87	10	16	0	36	30	-2	26
CNC(=O)CC(=O)Nc1ccccc1C(=O)O	-2.2	-1	-14	-1	7	-5	109	-26	-1	95
Cc1ccc(S(=O)(=O)c2cc3c(=O)n4ccccc4nc3n(Cc3ccco3)c2=N)cc1	-0.2	2	-20	2	1	2	79	3	13	75
Cc1ccc(C)c(OCC(O)CN2CCCCC2C)c1 (centres undefined)	-0.7	1	-39	2	4	-1	89	nt	-18	85
Cc1ccc2nc(N(CCCN(C)C)C(=O)c3ccc(S(=O)(=O)N(C)C)cc3)sc2c1	-1.2	2	-39	4	7	-4	85	8	5	89
O=C(Nc1ccccc1)N1CCOCC1	-0.3	-19	-1	0	23	nt	108	-28	3	100
Cc1cc(O)ccc1-c1cnc2ccccc2n1	-1.9	-9	18	1	8	-1	92	7	13	90
CSc1ncc(Cl)c(C(=O)Nc2nnc(SC/C=C/c3ccccc3)s2)n1	-0.3	-7	11	8	51*	-1	97	-14	-5	88
Cc1ccc(NC2CC(=O)N(c3ccc(N4CCCCC4)cc3)C2=O)cc1 (centres undefined)	-3.0	-20	-12	0	4	-1	92	-2	-2	87
CCc1ccc2c(CN3CCN(S(=O)(=O)c4ccc5c(c4)OCCO5)CC3)cc(=O)oc2c1	0.3	-12	-81	1	27	1	88	-14	-11	78
COC(=O)NNC(=O)COc1ccc(Cl)cc1	0.6	-4	-48	2	18	-2	102	4	-11	113
O=C(CN1C(=O)c2ccccc2S1(=O)=O)NCCC1=CCCCC1	0.8	nt	-33	-1	4	nt	90	-32	-2	100
CCc1ccccc1S(=O)(=O)Cc1ccc(C(=O)N2CCN(c3ccccn3)CC2)o1	-2.3	6	14	5	5	nt	84	nt	-8	85
O=C(Nc1cccc(-n2cnnn2)c1)c1ccco1	-0.7	0	-18	1	9	-1	95	-10	6	92

Structures above that bear a hit mark in Measles CPE.
canonical_smiles | Yeast life ext | NPY Y2 blocker | Measles CPE | Phagocytosis inh | E-sel TNF inh | GALR2 blocker
CSc1ncc(Cl)c(C(=O)Nc2nnc(SC/C=C/c3ccccc3)s2)n1 | -7 | 8 | 51* | -1 | -14 | -5

Back to the main list; the 2 compounds before the break are reprinted first.
SMILES	MRP1 act	Yeast life ext	Yeast growth inh	NPY Y2 blocker	Measles CPE	Phagocytosis inh	HCT116 bCat-KO	E-sel TNF inh	GALR2 blocker	PTEN del growth
CCc1ccccc1S(=O)(=O)Cc1ccc(C(=O)N2CCN(c3ccccn3)CC2)o1	-2.3	6	14	5	5	nt	84	nt	-8	85
O=C(Nc1cccc(-n2cnnn2)c1)c1ccco1	-0.7	0	-18	1	9	-1	95	-10	6	92
COc1ccc(CCNc2nnc(Sc3nnnn3-c3ccccc3)s2)cc1OC	-2.5	-10	-28	4	8	0	14	19	11	22
Cc1ccc(CS(=O)(=O)Cc2ccc(C(=O)NCc3cccnc3)o2)cc1	-0.4	-6	-28	0	8	nt	104	nt	8	93
O=C(/C=C/c1ccc2c(c1)OCO2)N1CCN(c2ccc(Cl)cc2)CC1	-0.9	2	-1	5	4	-2	104	5	-11	98
O=c1c2cnn(-c3ccccc3Cl)c2ncn1Cc1cccnc1	-1.0	-9	16	1	17	0	97	-11	-10	99
CCOC1=NC(C(=O)O)c2ccccc2/C(=C(/C)Cl)N1 (centres undefined)	-2.7	-6	-24	2	8	-1	101	nt	-4	88
C=CCN1C(=O)C2C(C(=O)NC)C3C=CC2(O3)C1C(=O)NCc1ccc(OC)cc1 (centres undefined)	0.2	-10	-12	0	4	-2	107	13	17	100
Cc1ccc(C(=O)Nc2cccnc2)cc1NC(=O)c1ccco1	0.5	-7	-21	4	12	-1	97	20	14	95

Source: PubChem BioAssay (several laboratories)
